# Assay outcomes from PubChem BioAssay.
# PREPL inhibitor – inhibitors of human prolyl oligopeptidase-like enzyme PREPL | recombinant PREPL, fluorescence polarization activity-based probe | inhibition, % at 5.96 µM | AID 2751 | actives 0.68% (n = 320,000); in the data active = inhibition above about 43%;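 also: 0% = enzyme with DMSO and 100% = wells lacking enzyme; many of its hits are not listed in these tables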
# core dimer inh – blocks dimerization of HCV core protein; TR-FRET GST/Flag-core106 dimerization, 1536-well; actives 0.33% (n = 300,000); inhibition, % at 5 µM;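 active = inhibition above the mean of all tested compounds plus 3 SD, set per screening campaign, cut at about 45% in these data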
#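 System – GST-tagged and Flag-tagged HCV core protein residues 1-106 · Repeats – one well for each compound · Technique – TR-FRET 671 and 617 nm emission · Doses – one concentration, 5 µM, in 0.5% DMSO · Times – 4 h, 22.5 °C incubation · Also added – Eu donor and XL665 acceptor anti-tag antibodies · Measure – percent inhibition of core106 dimerization signal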
# PP1 inh – counter-screen for PP5 inhibitors: inhibitors of human PP1-alpha; purified PP1alpha, OMFP fluorescence; inhibition, % at 6.7 µM; actives 0.9% (n = 320,000);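 active = inhibition above the mean inhibition of all tested compounds plus 3 SD, computed separately for each screening campaign, cut at about 15% in these data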
# Target sequence (P62136 whole entry, looked up): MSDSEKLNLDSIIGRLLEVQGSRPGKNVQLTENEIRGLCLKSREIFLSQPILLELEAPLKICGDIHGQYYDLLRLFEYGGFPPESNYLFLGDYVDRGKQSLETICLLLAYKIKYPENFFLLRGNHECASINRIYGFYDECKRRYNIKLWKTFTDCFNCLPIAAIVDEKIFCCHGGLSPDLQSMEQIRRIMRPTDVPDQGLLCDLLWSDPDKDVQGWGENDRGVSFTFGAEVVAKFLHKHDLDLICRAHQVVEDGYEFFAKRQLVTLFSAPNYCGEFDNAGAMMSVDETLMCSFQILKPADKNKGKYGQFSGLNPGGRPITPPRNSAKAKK
# EBNA-1 inhibitor – blocks EBNA-1 binding to DNA | inhibition, % at 14.8 µM | AID 1950 | EBNA-1 DNA binding, fluorescence polarization | actives 0.34% (n = 300,000); in the data active = inhibition above about 28%
# CTSL1 counter – counter-screen for PFM18AAP inhibitors: inhibitors of F. hepatica cathepsin L1. recombinant F. hepatica cathepsin L1, Z-Leu-Arg-MCA fluorescence. inhibition, % at 5.96 µM. actives 0.49% (n = 300,000);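 active = inhibition above the mean of all tested compounds plus 3 SD, set per screening campaign, cut at about 17% in these data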;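 also: 0% = plate median of test compound wells and 100% = 1 µM Z-Phe-Ala-diazomethylketone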
# Efflux pump mplx – inhibitors of Candida antifungal efflux pumps expressed in yeast; actives 0.44% (n = 330,000); inhibition, % at 10 µM; S. cerevisiae Candida pump triplex, Nile Red efflux; AID 485275;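 active = plate passing quality check with inhibition over a set limit, or well fluorescence over plate mean plus 4 SD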;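 also: Nile Red retained in pooled yeast measured as flow cytometry median fluorescence; 0% = buffer negative control and 100% = Enniatin B positive control; higher means more Nile Red kept so more efflux inhibition; some compounds called inactive have numbers as strong as hits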
# TPT1 inhibitor – blocks Candida albicans tRNA 2'-phosphotransferase. recombinant caTPT1, FP RNA substrate dephosphorylation. inhibition, % at 5 µM. actives 0.81% (n = 300,000);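 active = inhibition above the mean of all tested compounds plus 3 SD, set per screening campaign, cut at about 24% in these data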;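 also: plate controls were DMSO alone for no effect and ferristatin control at 100 nM for full effect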
# PP5 primary – inhibitors of human protein phosphatase 5 (PP5) | inhibition, % at 6.7 µM | purified PP5c, OMFP substrate fluorescence | actives 0.18% (n = 320,000);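 active = inhibition above the campaign's mean inhibition across all tested compounds plus 3 SD, cut at about 9.5% in these data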;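 also: 0% = DMSO only and 100% = 100 µM cantharidin control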
# Target sequence (P53041 whole entry, looked up): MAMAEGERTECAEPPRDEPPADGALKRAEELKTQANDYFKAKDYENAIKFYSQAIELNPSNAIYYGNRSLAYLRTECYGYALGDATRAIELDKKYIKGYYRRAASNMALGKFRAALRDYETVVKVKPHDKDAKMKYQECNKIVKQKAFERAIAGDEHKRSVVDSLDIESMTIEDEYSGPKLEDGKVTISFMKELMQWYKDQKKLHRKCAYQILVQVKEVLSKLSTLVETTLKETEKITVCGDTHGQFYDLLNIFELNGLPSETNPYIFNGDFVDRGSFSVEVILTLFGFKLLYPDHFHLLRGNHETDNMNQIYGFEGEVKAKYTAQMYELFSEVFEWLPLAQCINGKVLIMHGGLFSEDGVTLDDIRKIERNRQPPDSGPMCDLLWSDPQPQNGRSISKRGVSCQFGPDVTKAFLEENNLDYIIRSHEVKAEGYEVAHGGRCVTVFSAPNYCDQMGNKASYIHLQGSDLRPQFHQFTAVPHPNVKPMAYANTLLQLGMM
# ZTA counter – blocks Epstein-Barr virus ZTA, an EBNA-1 counter-screen | P03206 | ZTA-DNA binding, fluorescence polarization | inhibition, % at 11 µM | actives 0.15% (n = 320,000); in the data active = inhibition above about 33%
# Target sequence (P03206 whole entry, looked up): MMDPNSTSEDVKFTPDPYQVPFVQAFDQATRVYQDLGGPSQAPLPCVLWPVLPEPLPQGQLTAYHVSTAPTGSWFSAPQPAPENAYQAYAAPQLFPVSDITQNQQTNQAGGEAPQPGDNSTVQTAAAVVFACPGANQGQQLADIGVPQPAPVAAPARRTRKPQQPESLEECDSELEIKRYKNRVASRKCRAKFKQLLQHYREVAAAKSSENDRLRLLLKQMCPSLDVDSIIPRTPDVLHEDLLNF
# * = called active by the depositor; / = no result given. This is a subset; the hit share may differ from the screen's.
# Every second line gives: PREPL inhibitor, core dimer inh, PP1 inh, EBNA-1 inhibitor, CTSL1 counter, Efflux pump mplx, TPT1 inhibitor, PP5 primary, ZTA counter
CC1CCCN(C2=NC(=O)/C(=C/c3cn(-c4ccccc4)nc3-c3cccc(S(=O)(=O)N(C)C)c3)S2)C1 (stereo not drawn)
→ 0, 23, -6, -20, -2, 0.7, 0, 0.5, 19
CC(=O)Cc1nsc(NC(=O)c2cc(-c3ccccc3Cl)oc2C)n1
→ -32, 5, -4, 6, 9, 0.1, 1, -2.1, 8
N/C(Cc1nc2ccccc2s1)=N\O
→ 7, 0, -2, -4, 0, 0.0, 13, -1.2, -11
CNC(=O)C1CCN(C(=O)c2ccc(-c3ccccc3)cc2)CC1
→ 0, 1, -4, 5, -3, 0.0, -8, -0.3, 18
CCc1nc(SCC(=O)c2ccc(C)c(C)c2)n[nH]1
→ -4, -6, -1, 2, -1, -0.1, 2, -0.7, -16
NC(Cc1c[nH]c2ccccc12)C(=O)NCc1ccco1 (stereo not drawn)
→ -9, 2, 3, 5, -2, 0.0, 4, 2.0, -4
Cc1nn(-c2ccccc2)c(C)c1C(=O)OCC(=O)N(C)c1ccccc1
→ 3, /, -4, /, /, 0.4, /, -0.5, -11
Cc1nc(/C=C/c2ccccc2)[nH]c(=O)c1-c1ccccc1
→ -9, -1, -1, 3, -4, 0.1, -1, 1.8, 13
Cc1oc(CSCCSCc2cc(C(=O)O)c(C)o2)cc1C(=O)O
→ 0, -1, 1, 5, -2, 0.1, -1, -2.3, 7
Cc1ccc(C(=O)CSc2ccc(-c3cccnc3)nn2)cc1
→ -17, -1, -3, 1, 2, 0.1, -3, 2.4, -1
CCOC(=O)C1CCN(C(=O)/C=C/c2ccc(OC)cc2)CC1
→ 4, -4, -4, -1, 0, 0.0, -1, -0.5, 8
O=C(c1ccc(Br)cc1)N1CCN(S(=O)(=O)c2ccccc2)CC1
→ 8, -10, 3, 4, -3, 0.2, 3, 1.9, 3
O=C(CCNC(=O)c1ccco1)NCc1ccccc1
→ -1, -4, -1, 11, 1, -0.1, -4, -0.3, 17
CC[C@]1(c2ccccc2)C(=O)N(C(=O)OC)N1C(=O)OC
→ -13, -3, 2, 0, -2, 0.0, 2, 2.5, -9
CN1C(=O)SC(Nc2cccc3ccccc23)C1=O (stereo not drawn)
→ 16, -5, 0, -6, 7, 0.0, -5, -0.2, -18
Cc1nc2nc(CSc3ccc(Cl)cc3)cc(=O)n2[nH]1
→ 8, 2, -1, -4, 2, 0.1, 18, -1.1, 3
COc1ccc(C(=O)NCCONC(=O)c2ccc(OC)cc2)cc1
→ 0, 4, -1, 1, 2, 0.0, 1, -2.5, -5
O=C(CCC(=O)Nc1cccc2ccccc12)N/N=C/c1ccco1
→ -2, -7, -3, -9, -3, -0.8, 1, -0.1, -23
Cc1ccccc1CN1CCCC(C(=O)Nc2ccccc2Oc2cccnc2)C1 (stereo not drawn)
→ 3, -9, 2, -6, -1, 0.0, -4, 3.8, -12
COc1ccc(CCNC(=O)CN2C(=O)CCSc3ccccc32)c(OC)c1
→ 6, 2, -4, 8, 0, -0.2, 3, -2.3, 14

# The list goes on.
# Every second line gives: PREPL inhibitor, core dimer inh, PP1 inh, EBNA-1 inhibitor, CTSL1 counter, Efflux pump mplx, TPT1 inhibitor, PP5 primary, ZTA counter
Nc1c(NCc2ccccc2)c(=O)c1=O
→ 10, 3, -5, 3, 1, 0.0, -1, -2.0, 8
O=C(Nc1ccccc1)c1sc(N2CCOCC2)nc1-c1ccccc1
→ -4, -16, 1, 1, -1, 0.5, 0, 1.2, -11
COc1ccc(/C(C)=N/Nc2ccccc2Cl)c(O)c1
→ -4, -2, -3, -10, 2, 0.2, -2, -2.4, 6
CCCOc1ccc(C(=O)NCc2cccnc2)cc1
→ 1, 0, -6, -3, 1, 0.0, 0, -4.1, 11
COc1ccccc1N1CCN(C(=O)Cn2ncc3c([nH]c4ccccc43)c2=O)CC1
→ 1, 8, -1, 0, 4, 0.1, 2, 0.5, -1
COc1ccc(-c2csc(N3C(=N)SCC3=O)n2)cc1
→ 2, 2, -3, 44*, 3, 0.0, 2, -2.4, 3
CC1CCCCN1C(=O)CSc1nc2ncccc2[nH]1 (stereo not drawn)
→ 4, -3, 0, 13, -2, 0.1, -4, 0.0, 1
Cc1ccc2cc(C#N)c(N3CCCN(S(=O)(=O)c4ccccc4)CC3)nc2c1
→ 6, 36, 0, -6, 0, 0.4, 5, 5.2, -12
C=CCNC(=O)C1CCN(S(=O)(=O)CC)CC1
→ 3, -4, -3, 3, 1, -0.2, -2, -0.2, -1
COc1ccc(-c2nn(-c3ccccc3)cc2C(=O)NCC2CCCO2)cc1 (stereo not drawn)
→ 3, 2, -3, -3, 1, -0.1, 1, 2.2, -10
COc1ccccc1NC(=O)CSc1nc(=O)n2cc(C)ccc2n1
→ 13, 0, -3, 2, -3, -0.1, -3, 1.5, -9
CC(C)CCOc1cccc(OCC(=O)NC2CCS(=O)(=O)C2)c1 (stereo not drawn)
→ -6, 2, -2, 6, -1, 0.0, 1, -0.2, 5
O=c1[nH]c(=S)[nH]c2scc(-c3ccc(Br)cc3)c12
→ 14, 21, 1, -8, 3, 0.1, 0, -0.8, -16
Cc1ccc(-c2cc(C(=O)N/N=C/c3ccccc3O)n[nH]2)o1
→ 6, -3, 7, 3, 9, -0.2, 0, 1.0, -8
Cn1cc(C(=O)NCCO)c(=O)c2ccccc21
→ 4, -3, -1, 3, 5, -0.2, -4, -0.8, -10
CC1(C)CC(=O)C2=C(C1)N(c1ccccc1)C(=O)CC2c1ccsc1 (stereo not drawn)
→ 10, 0, 0, 9, 4, 0.0, 1, -0.7, 18
CN(C(=O)CC1C(=O)NCCN1Cc1cccc(C(F)(F)F)c1)C1CCOCC1 (stereo not drawn)
→ 10, -4, -4, -19, -1, 0.3, -1, 1.9, 7
COc1ccc2c3c([nH]c2c1)C1(NCC3)C(=O)Nc2ccccc21 (stereo not drawn)
→ 5, -2, -3, 8, -1, -0.1, -1, -1.0, 1
CC1CN(Cc2nc3c(c(=O)n(C)c(=O)n3C)n2CCCc2ccccc2)CC(C)O1 (stereo not drawn)
→ 18, -3, 0, -1, 3, 0.1, 2, 2.0, -7
C=CCSc1nc2ccccc2n2cnnc12
→ 7, 5, 2, 6, 0, -0.2, -1, -2.6, -1

# Reformatted: 13 of the compounds above
mol	PREPL inhibitor	core dimer inh	PP1 inh	EBNA-1 inhibitor	CTSL1 counter	Efflux pump mplx	TPT1 inhibitor	PP5 primary	ZTA counter
Cc1ccc2cc(C#N)c(N3CCCN(S(=O)(=O)c4ccccc4)CC3)nc2c1	6	36	0	-6	0	0.4	5	5.2	-12
C=CCNC(=O)C1CCN(S(=O)(=O)CC)CC1	3	-4	-3	3	1	-0.2	-2	-0.2	-1
COc1ccc(-c2nn(-c3ccccc3)cc2C(=O)NCC2CCCO2)cc1 (stereo not drawn)	3	2	-3	-3	1	-0.1	1	2.2	-10
COc1ccccc1NC(=O)CSc1nc(=O)n2cc(C)ccc2n1	13	0	-3	2	-3	-0.1	-3	1.5	-9
CC(C)CCOc1cccc(OCC(=O)NC2CCS(=O)(=O)C2)c1 (stereo not drawn)	-6	2	-2	6	-1	0.0	1	-0.2	5
O=c1[nH]c(=S)[nH]c2scc(-c3ccc(Br)cc3)c12	14	21	1	-8	3	0.1	0	-0.8	-16
Cc1ccc(-c2cc(C(=O)N/N=C/c3ccccc3O)n[nH]2)o1	6	-3	7	3	9	-0.2	0	1.0	-8
Cn1cc(C(=O)NCCO)c(=O)c2ccccc21	4	-3	-1	3	5	-0.2	-4	-0.8	-10
CC1(C)CC(=O)C2=C(C1)N(c1ccccc1)C(=O)CC2c1ccsc1 (stereo not drawn)	10	0	0	9	4	0.0	1	-0.7	18
CN(C(=O)CC1C(=O)NCCN1Cc1cccc(C(F)(F)F)c1)C1CCOCC1 (stereo not drawn)	10	-4	-4	-19	-1	0.3	-1	1.9	7
COc1ccc2c3c([nH]c2c1)C1(NCC3)C(=O)Nc2ccccc21 (stereo not drawn)	5	-2	-3	8	-1	-0.1	-1	-1.0	1
CC1CN(Cc2nc3c(c(=O)n(C)c(=O)n3C)n2CCCc2ccccc2)CC(C)O1 (stereo not drawn)	18	-3	0	-1	3	0.1	2	2.0	-7
C=CCSc1nc2ccccc2n2cnnc12	7	5	2	6	0	-0.2	-1	-2.6	-1

# Other entries:
# Every second line gives: PREPL inhibitor, core dimer inh, PP1 inh, EBNA-1 inhibitor, CTSL1 counter, Efflux pump mplx, TPT1 inhibitor, PP5 primary, ZTA counter
O=C(CCN1C(=O)c2ccccc2S1(=O)=O)Nc1cc(Cl)ccc1Cl
→ 16, -5, -1, 4, -6, 0.0, 0, -0.5, -25
CCN1CCN(C(=O)CN(c2ccc(F)c(Cl)c2)S(C)(=O)=O)CC1
→ 3, -1, -4, 9, 4, 0.1, 2, -0.6, 10
CCSc1nnc(NC(=O)c2ccc(S(=O)(=O)N(C)C)cc2)s1
→ -5, 0, -3, -1, -3, -0.1, -4, -0.4, 8
Cc1ccc(NC(=O)c2cccc(S(=O)(=O)N(C)c3ccccc3)c2)cc1S(=O)(=O)N1CCOCC1
→ -6, 9, 0, -3, -2, 8.0*, -2, 3.1, -2
CC(OC(=O)c1ccc(NC(=O)CC#N)cc1)C(=O)NCCC1=CCCCC1 (stereo not drawn)
→ -1, /, -4, /, /, 0.0, /, 0.6, -8
O=C(Oc1ccc(Cl)c2cccnc12)c1cccc([N+](=O)[O-])c1
→ 6, -10, 4, 8, 2, -0.1, -1, 0.3, -16
Cc1ccc(S(=O)(=O)NCC(=O)OCC(=O)c2c(N)n(C)c(=O)n(C)c2=O)cc1
→ 8, 0, -3, -2, -33, 0.0, 3, -2.3, -1
COc1ccc(/C=C2\SC(=Nc3ccccc3OC)NC2=O)cc1
→ 24, 20, 4, -12, -4, 0.4, 1, 1.8, -12
O=C(N/N=C/c1ccc(Cl)cc1)c1sccc1OCc1ccc(F)cc1
→ 3, 10, 4, 4, 2, 0.0, 0, 5.0, -4
CN(C)c1cc(Cl)c2nonc2c1N
→ 5, -5, -2, -15, 39*, 0.5, -1, 6.5, 8
CCCCC(=O)O[C@H]1CC[C@H]2[C@@H]3CCc4cc(O)ccc4[C@H]3CC[C@]12C
→ 9, 6, -2, 8, -6, 0.1, 1, 4.9, 3
C=CCc1ccccc1Oc1cc(F)nc(N)n1
→ -2, 4, 1, -6, -1, 0.0, 0, 1.3, -7
COc1ccccc1OCCC(=O)OCC(=O)Nc1cccc(Br)c1
→ -11, -3, 0, 4, -26, 0.2, 1, 2.1, 6
O=C(c1ccncc1)N1CCN(C(=O)c2ccncc2)CC1
→ 6, -4, 1, -7, -2, 0.1, 4, 0.6, 6
CCOc1ccccc1N1CCN(C(=O)/C=C/c2cccc([N+](=O)[O-])c2)CC1
→ 33, 15, 1, 5, 2, 0.1, -3, 1.2, 3
COc1ccc(/C=N/NC(=O)CCn2c3ccccc3c3ccccc32)cc1O
→ 20, -2, 2, 5, 4, 0.0, 1, 2.9, 20
CN(C)CCCNC(=O)C(=O)Nc1ccc2c(c1)N(S(=O)(=O)c1cccs1)CCC2
→ 14, -6, -4, -3, -2, 0.0, -8, 0.7, -12
COC(=O)c1cc(-c2ccccc2)on1
→ -4, 2, -6, -3, -1, -0.1, -2, -1.7, -2
CC(OC(=O)C1CCN(c2ccc(C(F)(F)F)cn2)CC1)C(=O)Nc1ccc(S(N)(=O)=O)cc1 (stereo not drawn)
→ -14, -1, -1, 6, -2, -0.2, -3, 1.9, -2
COc1ccc(CNC(=O)Cc2c(C(=O)O)[nH]c3ccccc23)c(OC)c1
→ 126*, -6, -2, -3, -3, 0.0, -6, 1.3, -1
